# BioA inh: inhibitors of Mycobacterium tuberculosis BioA enzyme; AID 602481; purified M. tuberculosis BioA enzyme, plate reader; inhibition, % at 9.99 µM; 360,000 compounds, 0.096% hits; in the data active = inhibition above about 40%; inconclusive = no clear call, values can overlap the other calls
# BoNT F protease: inhibitors of Botulinum neurotoxin F light chain protease. AID 588497. 360,000 compounds, 0.22% hits. Multiplex microsphere protease cleavage assay, flow cytometry. inhibition, % at 10 µM; in the data active = inhibition above about 35%, passing the limit was not always enough; inconclusive = no clear call, values can overlap the other calls; note: plate controls were buffer without enzyme for full effect and enzyme alone for no effect
# GDH-TPI inh: GDH-TPI coupled enzyme inhibition counter-screen; GDH-TPI coupled enzyme counterscreen, NADH absorbance; inhibition, % at 4.8 µM; 360,000 compounds, 1.2% hits; AID 588335; in the data active = inhibition above about 30%;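 note: 0% = DMSO wells and 100% = wells lacking the enzyme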
# PrPC surface inh: cell surface PrPC inhibition, primary TR-FRET screen; P04156; TR-FRET read-out; inhibition, % at 13.8 µM; 370,000 compounds, 0.43% hits; in the data active = inhibition above about 24%; note: 0% = median of the test wells and 100% = reference compound wells
# UGM FP inh: blocks M. tuberculosis UGM enzyme | purified UGM, fluorescence polarization probe displacement | inhibition, % at 10 µM | 320,000 compounds, 0.06% hits | AID 504406; in the data active = inhibition above about 10%, passing the limit was not always enough; inconclusive = no clear call, values can overlap the other calls
# FadD28 binding: inhibitors of Mycobacterium tuberculosis FadD28 bisubstrate binding | FadD28 bisubstrate probe binding, fluorescence polarization | inhibition, % at 12.5 µM | 360,000 compounds, 0.22% hits | AID 588549; in the data active = inhibition above about 8.5%, passing the limit was not always enough; inconclusive = no clear call, values can overlap the other calls
# Rv3671c inh: inhibits the M. tuberculosis serine protease Rv3671c. 320,000 compounds, 0.048% hits. P9WHR9. AID 2606. inhibition, % at 5.96 µM; in the data active = inhibition above about 38%;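 note: extracellular domain of Rv3671c used as enzyme; 0% = enzyme with DMSO and 100% = no enzyme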
# Target sequence (P9WHR9 whole entry, looked up, the tested form may be a part): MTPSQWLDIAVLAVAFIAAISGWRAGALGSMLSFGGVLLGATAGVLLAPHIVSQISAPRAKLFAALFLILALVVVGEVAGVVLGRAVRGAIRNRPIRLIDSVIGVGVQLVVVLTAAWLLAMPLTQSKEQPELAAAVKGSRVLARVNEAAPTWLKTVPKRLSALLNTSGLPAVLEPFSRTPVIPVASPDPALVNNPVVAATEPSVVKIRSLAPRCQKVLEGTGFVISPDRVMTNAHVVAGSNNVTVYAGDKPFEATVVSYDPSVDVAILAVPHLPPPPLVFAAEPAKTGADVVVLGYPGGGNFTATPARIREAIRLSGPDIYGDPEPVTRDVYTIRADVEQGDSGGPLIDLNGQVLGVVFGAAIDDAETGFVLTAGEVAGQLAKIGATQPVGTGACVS
# Mtb FBA inh: inhibitors of M. tuberculosis fructose-bisphosphate aldolase. P9WQA3. purified M. tuberculosis FBA, fluorescence read-out. inhibition, % at 1 µM. 360,000 compounds, 2.3% hits; in the data active = inhibition above about 27%;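 note: 0% = vehicle and 100% = reference inhibitor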
# Target sequence (P9WQA3 whole entry, looked up): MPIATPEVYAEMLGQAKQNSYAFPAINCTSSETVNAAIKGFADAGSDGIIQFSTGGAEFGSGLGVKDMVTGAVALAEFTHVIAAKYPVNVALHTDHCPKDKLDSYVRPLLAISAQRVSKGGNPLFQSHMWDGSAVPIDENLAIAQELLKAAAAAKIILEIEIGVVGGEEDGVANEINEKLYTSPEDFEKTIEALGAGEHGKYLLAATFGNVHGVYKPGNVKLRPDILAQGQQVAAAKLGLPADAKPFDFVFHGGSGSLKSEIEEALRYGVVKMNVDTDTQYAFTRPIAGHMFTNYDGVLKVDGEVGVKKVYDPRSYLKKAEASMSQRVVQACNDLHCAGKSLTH
# MazF activator: MazEF (E. coli) toxin RNase activation; FAM/BHQ RNA-DNA oligo cleavage fluorescence, 5 h; activation, % at 20 µM; 350,000 compounds, 0.32% hits; in the data active = activation above about 50%
# Target sequence (P0AE70 whole entry, looked up): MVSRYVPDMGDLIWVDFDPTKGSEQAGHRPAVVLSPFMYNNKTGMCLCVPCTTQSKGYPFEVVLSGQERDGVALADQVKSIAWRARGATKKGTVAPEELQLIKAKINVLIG
# Active calls of the source: *; ? = inconclusive; . = not tested or not shown; + = active, no number; & = joins results of further samples.
SMILES,BioA inh,BoNT F protease,GDH-TPI inh,PrPC surface inh,UGM FP inh,FadD28 binding,Rv3671c inh,Mtb FBA inh,MazF activator
COc1ccc(-n2c(SC(C)C(=O)Nc3ncc(Cl)cc3Cl)nc3ccccc32)cc1 (stereo unspecified),-2.4,2,-5,4,-0.6,-4.2,-8,3,0
CCOC(=O)c1c(NC(=O)COC(=O)Cn2cnc3ccccc32)sc2c1CCC(C)C2 (stereo unspecified),.,18,12,5,-2.6,-2.9,-5,1,-8
CCCCCn1nc(C(=O)OCc2nnc(-c3ccccc3)o2)c2ccccc2c1=O,-1.4,1,0,2,-2.8,-1.1,7,-1,-5
O=C(Nc1ccc(F)c(Cl)c1)c1cc(C2CCCCN2C(=O)c2cccs2)on1 (stereo unspecified),1.8,0,7,-1,.,-1.4,.,-1,.
Cc1cc(-c2ccco2)c(C#N)c2nc3ccccc3n12,-2.0,-14,31*,-8,0.8,-4.1,-3,2,+
COc1ccc(/C(C)=N/NC(=S)NCc2ccco2)cc1,.,-4,0,-1,1.6,-4.6,-6,-4,-3
O=C(/C=C/c1ccccc1)NC(=S)N1C[C@H]2C[C@H](C1)c1cccc(=O)n1C2,-0.5,5,8,-2,-0.5,-1.8,6,0,2
CC1CC(C)(C)N(C(=O)CSc2ccc(-c3ccc(F)cc3)nn2)c2ccccc21 (stereo unspecified),0.0,-15,4,-7,1.0,-2.4,-11,-2,1
O=C(Nc1sc2c(c1C(=O)O)CCC2)C(=O)N1CCOCC1,0.3,-8,6,-5,-3.9,-0.2,-1,-2,10
CCN(CC)S(=O)(=O)c1cccc(C(=O)NC(C)C(c2cccs2)N2CCCC2)c1 (stereo unspecified),.,4,-15,-7,-1.3,-4.9,2,-3,3
O=S1(=O)CCN(OCc2ccc(Cl)cc2)CC1,.,-12,-1,3,-1.7,0.2,0,-2,3
Cc1cc(NC(=O)COC(=O)c2c(C)nn(Cc3ccccc3)c2C)no1,2.4,-2,-1,7,0.5,0.3,-8,1,1
O=C(NNC(=O)c1ccccc1O)c1ccc(NS(=O)(=O)c2ccc(F)c(F)c2)cc1,.,3,15,-7,3.9,2.6,-2,3,3
COc1cc(/C=C/C(=O)c2c(O)ccc3c(C)cc(=O)oc23)ccc1O,1.0,1,50*,-15,0.6,-2.6,-5,2,10
CC1(C)CC(=O)C=C(c2cccc3c2oc2ccccc23)C1,0.3,-3,-9,-1,4.5,-6.4,-5,2,11
COc1ccc(S(=O)(=O)N2CCCCC2)cc1NC(=O)c1ccc(CS(C)(=O)=O)cc1,-0.1,-4,5,-6,-2.4,-0.1,-1,3,2
COc1ccc(CNC(=O)CSc2nnnn2Cc2ccccc2)cc1,3.6,17,7,5,1.2,-2.9,-4,5,1
Cc1ccc(NCCCn2cnc(C(=O)Nc3ccc(C)c(C)c3)n2)cc1C,-2.9,-1,9,-1,.,-0.9,.,0,7
CC(=O)Oc1cc2oc(=O)cc(C)c2cc1OC(C)=O,-0.7,-16,27,-3,-0.6,-0.8,-2,173*,5
COc1cc(-c2nc3ccccn3c2/N=C/c2cc(OC)c(O)cc2Cl)ccc1O,.,-8,16,2,1.1,2.0,-1,7,2
Cc1cc(C)nc(SCCn2c(N3CCOCC3)nc3c2c(=O)[nH]c(=O)n3C)n1,.,-2,5,7,0.2,-1.9,-5,-2,5
COc1cccc2cc(-c3cc(=O)oc4ccc(O)cc34)oc12,0.6,4,-3,-17,1.8,-3.3,-15,-2,17
CCOC(=O)N1CCN(C(=O)c2cc3sccc3n2C)CC1,1.6,1,-9,6,1.5,-4.6,7,-5,-7
COC(=O)CC(=O)Cc1nc(N)nc(Nc2ccc(C)c(C)c2)n1,-1.9,0,12,1,0.6,-1.0,0,0,4
Cc1c(NC(=O)CCc2ccccc2)cccc1[N+](=O)[O-],6.8,-11,-2,1,0.1,-1.2,3,0,2

# Given with each value named: part of the list above.
> CC(=O)Oc1cc2oc(=O)cc(C)c2cc1OC(C)=O
  BioA inh: -0.7	BoNT F protease: -16	GDH-TPI inh: 27	PrPC surface inh: -3	UGM FP inh: -0.6	FadD28 binding: -0.8	Rv3671c inh: -2	Mtb FBA inh: 173*	MazF activator: 5

> COc1cc(-c2nc3ccccn3c2/N=C/c2cc(OC)c(O)cc2Cl)ccc1O
  BioA inh: .	BoNT F protease: -8	GDH-TPI inh: 16	PrPC surface inh: 2	UGM FP inh: 1.1	FadD28 binding: 2.0	Rv3671c inh: -1	Mtb FBA inh: 7	MazF activator: 2

# Later entries
SMILES,BioA inh,BoNT F protease,GDH-TPI inh,PrPC surface inh,UGM FP inh,FadD28 binding,Rv3671c inh,Mtb FBA inh,MazF activator
COc1ccc(C(=O)Nc2cccnc2Cl)cc1OC,7.5,?,-7,5,0.7,-2.6,0,0,16
CC1(C)CC(NC(=O)C(c2ccccc2)c2ccccc2)CC(C)(C)N1,0.0,?,3,-8,-0.9,-4.0,-7,4,13
Clc1ccccc1-c1nnc2sc(-c3ccco3)nn12,0.1,-2,-3,-3,0.5,0.5,-6,1,8
CC1=C(C(=O)NC2CCCc3c2cnn3-c2cccc(C)c2C)OCCO1 (stereo unspecified),0.0,1,4,5,0.8,0.1,5,1,0
COc1ccc(C(CNC(=O)c2cccc(S(=O)(=O)N3CCCc4ccccc43)c2)N(C)C)cc1 (stereo unspecified),-1.0,-10,12,-10,.,-4.0,.,2,2
CCOc1ncccc1C(=O)OCC(=O)N1c2ccccc2CC1C (stereo unspecified),3.9,-3,6,1,-1.8,-0.5,0,1,6
COc1ccc(N=C(C)c2c(O)n(C3CCCCC3)c(=O)[nH]c2=O)c(OC)c1,1.6,-11,-2,2,0.7,-2.2,6,3,8
CCC(C)(C)n1nnnc1C(c1cc2cc3c(cc2[nH]c1=O)OCO3)N1CCN(C)CC1 (stereo unspecified),.,-9,25,1,0.6,-3.3,-8,59*,6
O=C(c1cc2ccccn2n1)N1CCN(c2cccc(C(F)(F)F)c2)CC1,.,0,-5,-6,-0.1,.,-3,5,-14
CCOC(=O)C1(Cc2cccc(OC)c2)CCN(Cc2cccc(OCC)c2O)CC1,0.4,-7,-5,1,0.0,-0.8,-3,0,-2
CCCCn1c(-c2ccccc2)nnc1-c1ccccc1,-1.1,-12,-2,-4,0.7,-1.2,5,0,-4
CCCS(=O)(=O)NCCc1csc(-c2ccc(OC)c(OC)c2)n1,15,-39,5,3,1.3,0.6,-10,35*,-11
Cc1ccc2cc(C#N)c(NCCNC(=O)C3CCC3)nc2c1C,-2.8,0,-1,-1,3.0,-3.1,4,52*,-1
COc1ccc(S(=O)(=O)N2CCOCC2)cc1NC(=O)COc1ccccc1,.,3,9,-3,-0.7,-3.9,-2,0,7
CCCCCCCCCCCCN1[C@@H](CC(=O)O)c2cc(F)ccc2S1(=O)=O,16,0,-3,-2,1.8,4.1,-4,1,-2
COCc1cc(CN2CCN(CCCc3ccccc3)C(CCO)C2)ccc1OC (stereo unspecified),-0.2,-14,7,-1,0.5,-1.0,3,4,8
CC(=NNC(=O)CSCC(=O)NN=C(C)c1ccccc1)c1ccccc1,-2.0,4,6,-5,.,0.6,.,0,0
CSc1nc2ccc(Br)cc2[nH]1,1.3,-5,1,2,-0.8,.,0,3,7
Cc1ccc2c(c1)sc[n+]2Cc1ccccc1,-1.5,3,8,-7,1.1,1.6,-5,3,-6
COc1ccccc1CN1CC(C(=O)N(C)CCc2ccccn2)CCC1=O (stereo unspecified),-1.1,-2,0,-3,.,-1.2,.,-2,6
COC(=O)c1c(C(=O)OC)c2n(c1C)CCS2,.,1,5,-3,-1.6,-0.3,1,-1,1
COC(=O)C(CCSC)NC(=O)/C=C/c1ccc(OC)cc1 (stereo unspecified),.,-4,3,-1,1.1,-3.4,-3,0,2
O=C1Nc2ccccc2/C1=C/c1ccccc1Cl,-2.1,-1,7,6,-3.8,-2.4,-6,0,-2
Oc1ccc(/C=N/N2CCCCC2)c(O)c1,-2.4,15,9,4,1.9,.,-6,-3,5
Cc1nn2c(NCCOCCO)c3c(nc2c1-c1ccccc1)CCC3,4.3,?,-11,-2,0.2,-3.1,-1,-1,10

# Some values from above.
# Reading of CCOc1ncccc1C(=O)OCC(=O)N1c2ccccc2CC1C (stereo unspecified) under Rv3671c inh: 0
# Reading of CC1(C)CC(NC(=O)C(c2ccccc2)c2ccccc2)CC(C)(C)N1 under UGM FP inh: -0.9
# Reading of Cc1nn2c(NCCOCCO)c3c(nc2c1-c1ccccc1)CCC3 under GDH-TPI inh: -11
# Reading of CCOC(=O)C1(Cc2cccc(OC)c2)CCN(Cc2cccc(OCC)c2O)CC1 under UGM FP inh: 0.0

# (next part)
SMILES,BioA inh,BoNT F protease,GDH-TPI inh,PrPC surface inh,UGM FP inh,FadD28 binding,Rv3671c inh,Mtb FBA inh,MazF activator
COC(=O)c1ccc(/C=C/C(=O)OCC(=O)c2ccc[nH]2)cc1,-1.8,-2,-10,1,-1.6,-4.5,-1,-3,-44
O=C(NCc1cccs1)c1ccc2sc([C@H]3C[C@H](O)[C@@H](CO)O3)nc2c1,-3.3,-7,2,-4,.,0.6,.,-3,.
Cc1cc(C)cc(N(CC(=O)Nc2ccccc2C(=O)N2CCOCC2)S(C)(=O)=O)c1,.,-3,9,1,2.2,-3.6,4,2,-4
NC(=O)c1ccc(NC(=O)CSc2nnc(-c3ccc4c(c3)OCO4)o2)cc1,0.1,-6,3,-4,-3.5,-0.8,-3,1,-9
CCS(=O)(=O)N1CCC(C(=O)NCc2ccc(F)cc2)CC1,-2.2,5,6,3,0.8,1.3,6,1,-6
Cc1cccc(NC2(C(=O)O)CCCC2)c1,.,1,16,-8,.,0.2,.,5,-3
O=C1CSC(=S)N1c1cccc(Cl)c1,-3.9,0,7,8,5.5,-3.7,-13,-6,-19
CCC(C)NC(=O)c1ccc(CSCc2cccc(F)c2)o1 (stereo unspecified),0.6,7,13,0,0.8,0.3,1,-2,4
COc1cc(OC)cc(-c2c(C#Cc3ccsc3)c3cc(-c4cnc(OC)nc4)ccc3n2C)c1,-1.5,-6,3,1,4.3,2.1,-1,0,-13
Cc1cccc(N2C(=O)C(O)=C(C(=O)c3cccs3)C2c2ccc(Cl)cc2)n1 (stereo unspecified),.,3,0,8,-1.9,-3.8,-3,-3,-11
O=c1[nH]c2cc3c(cc2cc1C(c1nnnn1Cc1ccccc1)N1CCCc2ccccc21)OCO3 (stereo unspecified),.,.,.,-4,-0.1,.,0,.,-6
COc1ccccc1C#Cc1cnc2c(c1)C(=O)N([C@H](C)CO)C[C@H](C)[C@@H](CN(C)S(=O)(=O)c1cn(C)cn1)O2,0.7&0.3,-4,12,-8,.,-0.7,.,3,2
CC(=O)c1cc2c(cc1NC(=O)CN1Cc3ccccc3C1=O)OCO2,-0.3,-5,16,7,-0.9,-2.5,3,6,-7
Cc1ccc(C(=O)NC2CCN(Cc3ccccc3)CC2)cc1S(=O)(=O)N1CCOCC1,1.2,9,7,1,-0.2,-4.5,6,-1,-16
Cc1ccc(S(=O)(=O)NC2=NCN(C3CCN(Cc4ccccc4)CC3)CN2)cc1,2.1,5,-8,1,-0.3,-3.6,-2,-6,-9
COc1cccc(CN(C)C(=O)CCNC(=O)c2ccco2)c1,2.2,-9,3,-6,-3.1,-1.8,5,1,0
CCOC(=O)c1c(C)[nH]c(C(=O)COC(=O)c2ccc(O)cc2)c1C,-1.3,-2,5,-5,.,1.8,-34,3,5
CCCCN=C(C)c1c(O)c2ccccc2oc1=O,-0.9,11,-7,4,0.6,-0.8,8,4,1
CCO[C@@H]1OC(C(=O)NCc2ccccc2)=C[C@H](c2coc3ccccc3c2=O)[C@H]1CCCO,2.2,-2,-3,-6,1.2,-5.6,-8,-3,2
O=C(c1ccccc1)c1nc[nH]c1C(=O)Nc1ccccc1,-0.3,-8,15,-10,-1.9,-2.3,-1,0,6
CCCC(C)C(=O)Nc1ncc(S(=O)(=O)c2ccc([N+](=O)[O-])cc2)s1 (stereo unspecified),-1.5,-10,2,-15,-2.8,0.4,7,3,-4
Cc1cc(Nc2nn(C)c(N)c2C#N)ccc1F,-2.6,-6,8,-7,0.2,-0.9,1,2,-6
CC(CC(=O)Nc1ncc([N+](=O)[O-])s1)c1ccccc1 (stereo unspecified),-0.5,-3,9,-8,-1.1,-0.9,8,-5,-5
CCCOc1ccc2nc(C)c(CCC)c(SC(=N)N)c2c1,.,-12,3,-4,-3.8,-2.6,5,0,-3

# Compound activity as filed in PubChem BioAssay.
